PABP1 MLLE inh: inhibitors of PABP1 MLLE–PAM2 peptide binding, primary screen, biochemical, fluorescence polarization, FITC-PAM2, GST-MLLE. Polyadenylate-binding protein 1 (Homo sapiens), P11940. inhibition, % at 20 µM. actives 0.36% (n = 360,000); in the data active means inhibition above about 35%, passing the limit was not always enough;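 further: plate controls were DMSO wells with GST-MLLE for no effect and wells lacking GST-MLLE protein for full effect; some results filed as inactive read as strong as hits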
E coli Lon inh: inhibitors of E. coli Lon protease, primary screen, biochemical, fluorescence polarization. purified E. coli Lon protease. P0A9M0. inhibition, % at 7.94 µM. actives 0.42% (n = 360,000); in the data active means inhibition above about 13%, passing the limit was not always enough;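 further: 0% = enzyme with probe and DMSO and 100% = no enzyme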
Target sequence (P0A9M0 whole entry, looked up): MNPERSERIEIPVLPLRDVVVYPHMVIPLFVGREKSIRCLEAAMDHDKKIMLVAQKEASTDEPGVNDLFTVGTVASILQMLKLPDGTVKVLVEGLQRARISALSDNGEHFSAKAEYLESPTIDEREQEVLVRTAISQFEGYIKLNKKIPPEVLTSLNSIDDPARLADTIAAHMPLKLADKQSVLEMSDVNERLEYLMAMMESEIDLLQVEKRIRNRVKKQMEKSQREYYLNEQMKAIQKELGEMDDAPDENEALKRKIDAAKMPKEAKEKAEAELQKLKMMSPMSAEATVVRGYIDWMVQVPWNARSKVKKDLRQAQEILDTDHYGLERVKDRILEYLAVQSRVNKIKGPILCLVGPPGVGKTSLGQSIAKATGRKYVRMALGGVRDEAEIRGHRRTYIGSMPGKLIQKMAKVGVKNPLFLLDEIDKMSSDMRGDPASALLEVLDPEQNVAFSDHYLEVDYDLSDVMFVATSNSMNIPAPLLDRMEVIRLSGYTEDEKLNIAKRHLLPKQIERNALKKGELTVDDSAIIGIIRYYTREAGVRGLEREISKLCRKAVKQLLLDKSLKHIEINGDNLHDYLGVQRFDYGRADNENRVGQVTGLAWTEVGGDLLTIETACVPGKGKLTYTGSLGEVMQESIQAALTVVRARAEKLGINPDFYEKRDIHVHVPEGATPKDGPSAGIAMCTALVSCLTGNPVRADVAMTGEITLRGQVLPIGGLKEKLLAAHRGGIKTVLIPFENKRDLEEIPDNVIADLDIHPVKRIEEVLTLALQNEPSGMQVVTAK
CSN deneddyl inh: inhibitors of CSN-mediated cullin deneddylation, primary screen, biochemical, fluorescence polarization, uHTS. AID 651999, 2013. Purified CSN, SCF-Nedd8-OG deneddylation. inhibition, % at 12.5 µM. actives 0.38% (n = 360,000). COP9 signalosome complex subunit 5 (Homo sapiens), Q92905;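 active means pattern-corrected inhibition above about 35%, with an unprinted fluorescence ratio check between 0.5 and 1.5, limit read from the data, passing the limit was not always enough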;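 further: 0% = enzyme with substrate and 100% = substrate without enzyme; some results filed as inactive read as strong as hits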
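Test system: purified human Csn5 enzyme expressed in HEK293T cells. Amount: 0.24 nM enzyme. Reagent: SCFSkp2-Nedd8OG substrate at 10 nM final. Schedule: 90 min incubation of compound, enzyme and substrate at room temperature. Detection: fluorescence polarization. Read-out: % inhibition of substrate cleavage by Csn5.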
FAS TE block: FAS thioesterase domain inhibitors, primary screen, biochemical, fluorescence intensity, uHTS; inhibition, % at 15 µM; Fatty acid synthase (Homo sapiens), P49327; recombinant FAS-TE, OMFH fluorogenic substrate, fluorescence endpoint; actives 0.67% (n = 360,000);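 active means compounds whose normalised, plate-corrected inhibition of enzyme fluorescence in the single-dose primary screen is 50% or more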;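 further: 0% = DMSO with enzyme and 100% = substrate without enzyme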
MsrA inhibitor: bovine MsrA enzyme inhibitors, primary screen, biochemical, absorbance, HTS | actives 0.75% (n = 360,000) | inhibition, % at 15.5 µM | AID 651718, 2012 | purified bovine MsrA, absorbance read-out; in the data active means inhibition above about 4.5%;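 further: 0% = vehicle wells with enzyme and 100% = reference inhibitor wells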
Rin1 Abl inh: inhibitors of Rin1-Abl protein binding, primary screen, biochemical, TR-FRET; inhibition, % at 7.35 µM; actives 0.4% (n = 360,000); AID 588664, 2011; in the data active means inhibition above about 5%, passing the limit was not always enough
TbMetRS inhib: T. brucei MetRS inhibitors, primary screen, biochemical, luminescence | methionyl-tRNA synthetase (Trypanosoma brucei brucei) | purified T. brucei MetRS, ATP depletion, Kinase-Glo luminescence | inhibition, % at 11.9 µM | actives 0.4% (n = 360,000);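 active means inhibition above a per-plate cutoff of the control wells' mean inhibition plus 3 SD, cut at about 5.5% in these data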;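 further: 0% = DMSO wells median and 100% = median of wells with control inhibitor compound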
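assay system = parasite MetRS enzyme | timing = 15 min preincubation, 2 h reaction, all 25 °C | evaluation = percent inhibition relative to median high and low control wells | medium = HEPES buffer containing pyrophosphatase, BSA, spermine, DTT | compound = single dose, 11.9 µM final nominal, 0.9% final DMSO | detection = Kinase-Glo luminescence, ATP depletion format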
Neddylation inh: inhibitors of cullin neddylation, primary screen, biochemical, TR-FRET, uHTS, NAE and Ubc12; calls only at 25 µM; actives 0.58% (n = 360,000); AID 651699, 2012; in the data active means inhibition above about 36%
MsrA act: bovine MsrA enzyme activators, primary screen, biochemical, absorbance, HTS; actives 0.3% (n = 360,000); purified bovine MsrA, absorbance read-out; activation, % at 10.6 µM; AID 602163, 2012; in the data active means activation above about 7.5%;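 further: 0% = vehicle and 100% = reference activator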
Active calls of the source: *; i = inactive; . = no result given; + = active, no number.

Start of the data: the first 2 entries (preview)
Sequence of screens – PABP1 MLLE inh, E coli Lon inh, CSN deneddyl inh, FAS TE block, MsrA inhibitor, Rin1 Abl inh, TbMetRS inhib, Neddylation inh, MsrA act
c1ccc(NCCc2ccccn2)cc1
    27, -8, 10, -8, -0.3, 4, 0.3, i, -2
CCC(COC(=O)Nc1cccc(C)c1)NC(=O)OCC(C)C (centres undefined)
    0, 6, -4, 3, -0.2, -3, 0.3, i, 2

All compounds of this part (from the top)
Sequence of screens – PABP1 MLLE inh, E coli Lon inh, CSN deneddyl inh, FAS TE block, MsrA inhibitor, Rin1 Abl inh, TbMetRS inhib, Neddylation inh, MsrA act
c1ccc(NCCc2ccccn2)cc1
    27, -8, 10, -8, -0.3, 4, 0.3, i, -2
CCC(COC(=O)Nc1cccc(C)c1)NC(=O)OCC(C)C (centres undefined)
    0, 6, -4, 3, -0.2, -3, 0.3, i, 2
COc1ccc(C(=O)Nc2c(N)nc(SCC(=O)NCC3CCCO3)[nH]c2=O)cc1OC (centres undefined)
    8, -3, -3, -9, 0.0, 2, -0.1, i, 4
CC(=O)Nc1ccc2nc(C3CCCCC3)[nH]c2c1
    -7, 5, 3, -1, -0.3, 0, -0.3, i, 4
CCOC(=O)c1c(NS(=O)(=O)c2ccc(Br)cc2)sc2c1CCC2
    -7, -12, 12, 17, 0.5, 1, -0.4, i, -2
CCCCn1c(Cc2ccccc2)nnc1SCC(=O)N1CCOCC1
    -22, -3, 1, -6, -0.3, 0, 0.3, i, -4
CCOc1ccc(S(=O)(=O)Nc2ccc(C(=O)NNC(=O)c3ccncc3)cc2)cc1
    4, -6, -2, 0, 0.5, 3, -0.3, i, -3
Cc1nn(Cc2ccccc2)c(C)c1NC(=O)c1cc(-c2cccs2)on1
    -5, -2, 3, -2, -1.4, -4, -1.3, i, -12
Cc1ccccc1C[n+]1cccc2ccccc21
    1, -12, 0, -9, 1.2, -1, 0.1, i, -4
O=C(c1ccc(CS(=O)Cc2ccccc2Cl)o1)N1CCN(C2CCCCC2)CC1 (centres undefined)
    7, -7, -5, 4, 1.1, -3, 0.0, i, 2
C=C[C@H](CC(C)C)N(Cc1ccccc1)S(=O)(=O)N(Cc1ccc(OC)cc1)[C@H](C=C)CC(C)C
    17, -1, -2, 24, -0.1, 1, -0.2, i, -3
Cc1nc(CN(C)C(=O)CC2C(=O)NCCN2Cc2ccc(F)cc2)cs1 (centres undefined)
    24, 14, 0, -6, -0.5, -2, -0.3, i, -4
CCc1nnc(NC(=O)c2cc3c(s2)CCCCC3)s1
    10, -6, 2, -6, -0.4, 2, -0.1, i, -4
O=S(=O)(c1ccccc1)N(F)S(=O)(=O)c1ccccc1
    24, -8, 0, -5, 0.2, 5, -0.5, i, -8
Cc1ccc(S(=O)(=O)N(C)CC(=O)NNC(=O)CCC(=O)c2ccc(F)cc2)cc1
    -1, 0, -3, -1, -0.1, 2, -0.1, i, -2
CC(Oc1ccccc1F)c1ccnc2nc(/N=C/N(C)C)nn12 (centres undefined)
    14, 9, -1, -5, 0.6, -2, 0.0, +, -2
O=S(=O)(NCc1nc2ccccc2[nH]1)c1ccccc1
    1, 12, -3, -4, 1.1, 2, 0.0, i, -4
CC(C)=CCC/C(C)=C/CNC(=O)C[C@H]1C[C@H](C(=O)N2CCCCC2)[C@@]2(C)c3[nH]c4cc(CCC(=O)N(C)C)ccc4c3CCN2C1=O
    11, 1, -1, 7, ., -1, -0.3, i, -1
O=C(CSc1nnc(-c2ccncc2)o1)NC1C2CC3CC(C2)CC1C3 (centres undefined)
    5, -11, 1, -9, 0.5, 0, -0.6, i, -2
CCOc1ccccc1N(CC)C(=O)Cn1ncc2c(=O)oc3ccccc3c21
    -5, -8, 0, 3, 0.7, -2, -0.1, i, -2
CCC(C(=O)OCC(=O)c1c(N)n(CC(C)C)c(=O)n(C)c1=O)c1ccccc1 (centres undefined)
    8, 5, 1, 10, 1.2, 1, -0.4, i, -4
CC1Cc2cc(/C(O)=C3/C(=O)C(=O)N(CCN4CCOCC4)C3c3ccc(C(C)C)cc3)ccc2O1 (centres undefined)
    -8, 3, 0, 6, -0.2, -2, -0.2, i, -4
CC(C)CCNC(=O)c1cccc(C(=O)NCCC(C)C)c1
    3, 0, 4, -3, -0.3, 1, 0.0, i, -3
CCOc1ccccc1N1CCN(C(=O)c2csc(C)c2CC)CC1
    -7, 6, -3, 4, 0.7, 0, 0.3, i, -2
CCOC(=O)c1cccc(NC(=O)c2ccc3c(c2)OCO3)c1
    -3, -3, 2, 3, 0.3, -1, -0.8, i, -1
CCOC1=C2CN(S(=O)(=O)c3ccc(C)cc3)[C@H](c3ccccc3)C[C@H]2n2c(=O)n(-c3ccccc3)c(=O)n2C1
    -3, 4, -2, 70*, -0.4, 1, 0.1, i, -1
COc1ccc(/C=N/NC(=S)Nc2ccccc2)cc1COc1ccc(F)cc1
    -5, 3, -1, -6, 0.7, -2, -0.8, i, -4
O=S(=O)(NCc1ccccn1)c1cccc2nsnc12
    9, -5, -1, -6, 0.5, -2, -0.2, i, -5
O=C(CN1C(=O)COc2ccccc21)NC1CCCC1
    -2, 4, 5, -2, 0.2, 0, -0.6, i, -2
COc1ccc(O)c(C2=Nc3ccccc3N=C(c3ccco3)C2)c1
    -11, -12, -4, 16, 0.2, 0, -1.8, i, -10

Remaining list, next part
smiles,PABP1 MLLE inh,E coli Lon inh,CSN deneddyl inh,FAS TE block,MsrA inhibitor,Rin1 Abl inh,TbMetRS inhib,Neddylation inh,MsrA act
CC(=O)N1c2c(ccc3ccccc23)C(C)CC12CCCCC2 (centres undefined),-11,-4,-3,16,0.1,-2,-0.7,i,-1
CCc1c(C)nc2ncnn2c1Nc1ccc(C)cc1,9,-5,-1,-1,2.5,-3,-2.0,i,-1
COc1c(S(=O)(=O)Nc2cccnc2)ccc(Cl)c1Cl,8,5,4,-4,2.1,4,-0.2,i,-2
COc1ccc(C2C(C#N)=C(N)Oc3n[nH]c(C)c32)cc1Cn1cc([N+](=O)[O-])cn1 (centres undefined),7,-13,1,6,0.1,-2,-1.1,i,-2
COc1cc(C2C(C#N)=C(N)Oc3cc4c(cc32)OCO4)cc(OC)c1OC (centres undefined),1,-6,-3,0,-0.7,1,1.4,i,-1
CC(=O)c1c[nH]c(C(=O)NCc2ccccc2Cl)c1,4,-6,3,-3,-0.4,0,0.5,i,-8
N#CC1=C(SCC(=O)NCc2ccccc2)NC(=O)CC1c1ccco1 (centres undefined),25,-6,0,-4,2.6,-6,-0.2,i,-1
COc1ccc(C(O)P(=O)(OCC(C)C)OCC(C)C)c(OC)c1 (centres undefined),-2,5,-9,-8,-1.4,-5,-0.4,i,0
CC(=O)c1cccc(S(=O)(=O)N2CCCC(c3nc4c(nnn4Cc4cccc(Cl)c4)c(=O)[nH]3)C2)c1 (centres undefined),-15,-4,0,16,-0.3,2,-0.4,i,-8
C/C(=N\O)C1CC(CC(=O)O)C1(C)C (centres undefined),-4,-7,-1,-2,-0.1,1,-0.1,i,7
COc1ccccc1N1CCN(C(=O)CSc2nnc3c4ccccc4n(CC(=O)O)c3n2)CC1,16,2,0,-6,-0.3,2,0.5,i,-1
C=C1CN(CC(=O)OC)S(=O)(=O)c2ccccc21,17,-18,2,-10,-0.5,0,0.0,i,-13

Given as labelled records: part of the list above.
CC(=O)N1c2c(ccc3ccccc23)C(C)CC12CCCCC2 (centres undefined)
  PABP1 MLLE inh: -11 | E coli Lon inh: -4 | CSN deneddyl inh: -3 | FAS TE block: 16 | MsrA inhibitor: 0.1 | Rin1 Abl inh: -2 | TbMetRS inhib: -0.7 | Neddylation inh: i | MsrA act: -1
CCc1c(C)nc2ncnn2c1Nc1ccc(C)cc1
  PABP1 MLLE inh: 9 | E coli Lon inh: -5 | CSN deneddyl inh: -1 | FAS TE block: -1 | MsrA inhibitor: 2.5 | Rin1 Abl inh: -3 | TbMetRS inhib: -2.0 | Neddylation inh: i | MsrA act: -1

Additional results:
smiles,PABP1 MLLE inh,E coli Lon inh,CSN deneddyl inh,FAS TE block,MsrA inhibitor,Rin1 Abl inh,TbMetRS inhib,Neddylation inh,MsrA act
CCOc1ccc(-c2nc(CSCC(=O)NCc3ccco3)c(C)o2)cc1,3,-1,-1,-3,2.0,0,0.3,i,1
FC(F)(F)c1cccc(-c2ccc(/C=N/Nc3nncc(-c4ccccc4)n3)o2)c1,-1,-10,9,7,-0.5,3,-0.3,i,-6
O=C(CN1C(=O)NC2(CCCC2)C1=O)Nc1cccc(Cl)c1,-12,6,10,-4,0.5,1,0.1,i,-2
COc1ccccc1NS(=O)(=O)c1cccc(NC(=O)NC2CCCCC2)c1,7,-4,-4,1,-0.2,1,1.4,i,-1
O=C(NCCCN1CCOCC1)c1ccccc1NS(=O)(=O)c1ccc(F)cc1,-8,1,4,-2,-0.1,1,-0.1,i,-2
CCOc1ccc(C(=O)NCC(=O)NCCCn2nc(C)cc2C)cc1OCC,21,-1,-6,-5,-0.7,-3,-0.1,i,-3
N#Cc1nc(Cc2cccc3ccccc23)oc1N1CCC(C(N)=O)CC1,-5,-2,0,9,0.3,3,-0.2,i,2
COC(=O)CCCC[C@@H]1SC[C@@H](NC(=O)OC)[C@@H]1NC(=O)OC,-5,-1,-3,-9,1.0,3,-0.6,i,-3
CCCCOC(=O)c1ccc(NC(=O)CSC2=Nc3ccccc3C3CC=NN23)cc1 (centres undefined),0,1,-3,-109,0.5,-3,0.4,i,-1
Cc1cc2nc[nH]c2cc1[N+](=O)[O-],-4,-9,0,-5,-0.4,-1,-0.1,i,-1
COc1ccc(Cl)cc1NC(=O)CNCC(c1ccccc1)N(C)C (centres undefined),-8,-9,0,-6,2.1,-4,-0.8,i,-6
O=C(Nc1cccnc1)c1cccc(S(=O)(=O)N2CCOCC2)c1,-13,-7,-1,-8,-0.5,-1,-0.2,i,-11
